# DAX1 inh-1: inhibitors of human orphan nuclear receptor DAX1 (NR0B1) | HEK293 Gal4-DAX1 luciferase reporter, luminescence | inhibition, % at 6.75 µM | 340,000 compounds, 0.99% hits | AID 504766;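 active = inhibition above the mean over all tested compounds plus 3 SD, cut at about 4.2% in these data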;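 note: 0% = DAX1-transfected cells with DMSO and 100% = empty-vector control cells with DMSO; inhibition shows as a rise in luminescence from relieved DAX1 repression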
# Target sequence (P51843 207-470 limits assumed): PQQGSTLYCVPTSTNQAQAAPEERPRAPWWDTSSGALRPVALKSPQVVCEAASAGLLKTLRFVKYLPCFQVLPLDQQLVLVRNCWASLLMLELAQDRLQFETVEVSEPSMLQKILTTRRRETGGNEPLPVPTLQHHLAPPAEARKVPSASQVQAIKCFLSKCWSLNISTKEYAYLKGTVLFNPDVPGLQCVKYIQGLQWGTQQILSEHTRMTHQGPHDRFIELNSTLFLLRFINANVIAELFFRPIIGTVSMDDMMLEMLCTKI
# ADAM10 inh: inhibits human ADAM10; O14672; recombinant ADAM10, EDANS/DABCYL FRET peptide cleavage, 3 h; inhibition, % at 7 µM; 370,000 compounds, 0.62% hits;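 active = inhibition above a per-campaign cutoff equal to the mean of compounds falling between control-based bounds plus 3 SD, cut at about 20% in these data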;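 note: 0% = DMSO wells while the 100% control is not disclosed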
# Target sequence (O14672 214-748 limits assumed): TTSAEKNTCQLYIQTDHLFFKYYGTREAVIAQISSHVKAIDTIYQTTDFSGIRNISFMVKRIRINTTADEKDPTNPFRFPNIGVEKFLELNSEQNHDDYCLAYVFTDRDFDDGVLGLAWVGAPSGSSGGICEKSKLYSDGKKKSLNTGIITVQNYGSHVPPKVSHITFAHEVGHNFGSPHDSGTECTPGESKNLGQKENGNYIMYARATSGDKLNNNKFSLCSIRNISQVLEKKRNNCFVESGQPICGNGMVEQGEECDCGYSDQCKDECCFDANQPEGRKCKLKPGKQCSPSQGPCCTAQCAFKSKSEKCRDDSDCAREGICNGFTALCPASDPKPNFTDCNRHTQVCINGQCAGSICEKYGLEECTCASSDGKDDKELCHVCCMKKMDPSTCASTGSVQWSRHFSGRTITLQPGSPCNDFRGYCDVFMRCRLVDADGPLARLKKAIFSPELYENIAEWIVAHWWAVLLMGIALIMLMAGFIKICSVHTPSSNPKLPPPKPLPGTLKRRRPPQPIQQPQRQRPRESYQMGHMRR
# FXN GAA850 act: increases GAA850 frataxin promoter reporter activity; 360,000 compounds, 0.56% hits; activation, % at 6 µM; HEK293 lucGAA850 FXN promoter luciferase reporter, 24 h; percent of 10 µM SAHA response;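 active = activation above the average of all compounds screened plus 3 SD, cutoff fixed separately per campaign, cut at about 7.5% in these data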;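 note: 0% = DMSO wells and 100% = 10 µM SAHA wells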
# GC-A act: GC-A (human) enzyme activation. P16066. HEK293 GC-A cells, cGMP TR-FRET, EC30 ANP; 0% at EC30 ANP, 100% saturating ANP. activation, % at 10 µM. 370,000 compounds, 0.14% hits. AID 1671463; in the data active = activation above about 40%
# PG9 binder: small molecules binding HIV-1 gp120 antibody PG9; AID 624416; 360,000 compounds, 0.43% hits; inhibition, % at 6.7 µM; TR-FRET gp120-PG9 antibody binding; in the data active = inhibition above about 8.5%
# hcDAF-12 act: activates DAF-12 receptor from parasite H. contortus; HEK293 hcDAF-12 lit1-tk-luc reporter, luminescence; 0% DMSO, 100% Δ7-dafachronic acid; activation, % at 6.8 µM; 370,000 compounds, 1.4% hits;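 active = activation above the mean of all tested compounds plus 3 SD, cut at about 5.5% in these data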;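 note: 100% = response to 3 µM Δ7-dafachronic acid high control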
# ssDAF12 agonist: activates DAF-12 receptor from parasite S. stercoralis. HEK293 ssDAF-12/GRIP1 lit1-tk-luc reporter, luminescence; % of 3 µM dafachronic acid response. activation, % at 6.8 µM. 370,000 compounds, 1% hits. AID 652126;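 active = activation above the mean over all tested compounds plus 3 SD, cut at about 0.9% in these data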;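 note: 0% = DMSO-only wells and 100% = 3 µM delta7-dafachronic acid wells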
# SMARCA2 activ: increases SMARCA2 function in MMTV reporter cells; MG213 cells, MMTV-luciferase reporter, dexamethasone, overnight; activation, % at 9.1 µM; 370,000 compounds, 1% hits; AID 652017; in the data active = activation above about 7.8%;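 note: 0% = vehicle wells and 100% = reference activator wells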
# hgDAF12 agonist: agonists of H. glycines DAF-12 nuclear receptor; 370,000 compounds, 1.8% hits; HEK293 GAL4-hgDAF12 UAS-luciferase reporter, agonist luminescence; normalized to butyrate control; activation, % at 6.8 µM;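 active = activation above a cutoff set at the mean of all screened compounds plus 3 SD, cut at about 10% in these data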;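 note: 0% = DMSO wells and 100% = sodium butyrate wells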
# DAX1 inh-2: blocks DAX1 repression of SF-1 activated StAR promoter; AID 652010; inhibition, % at 6.8 µM; HEK293T StAR-luciferase reporter, SF-1/DAX-1 repression relief; 370,000 compounds, 1.1% hits;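 active = inhibition above the mean over all tested compounds plus 3 SD, cut at about 3.6% in these data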;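 note: 0% = DAX-1 cells with DMSO and 100% = cells lacking DAX-1 with DMSO; higher inhibition means more luminescence from relief of DAX-1 repression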
# ADAM17 inh: inhibits human ADAM17; 370,000 compounds, 0.83% hits; P78536; recombinant ADAM17, EDANS/DABCYL FRET peptide cleavage; AID 720648; inhibition, % at 6.95 µM;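 active = inhibition above the mean of compounds lying between control limits plus 3 SD, set per campaign, cut at about 8.5% in these data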;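 note: 0% = DMSO-only wells as the low control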
# An asterisk follows results filed as active; . = no result given.
1. O=C(c1cccnc1)N1CCN(S(=O)(=O)c2ccc(Cl)cc2)CC1
2. CCc1nc2ccc(C(=O)N(C)CCCN(C)C)cn2c1N(C=O)CCC(C)C
3. C=CC[C@H](CC(=O)NCCO)C(=O)NCCOC(=O)[C@@H](CC=C)CC(=O)OC(C)(C)C
4. COc1ccc2cc(C#N)c(SCC(=O)N3CCCC3)nc2c1
5. Cc1ccccc1NC(=S)N(Cc1ccccc1)Cc1cccnc1
6. Cc1sc2ncnc(NCc3cccs3)c2c1C
screen / no.	1	2	3	4	5	6
DAX1 inh-1	-1.4	.	2.3	-0.3	0.5	-3.6
ADAM10 inh	-8	-8	5	-127	0	-2
FXN GAA850 act	0.4	0.8	0.3	1.6	-3.9	2.0
GC-A act	1	2	1	-1	-6	-2
PG9 binder	2.3	0.4	-1.0	-3.2	-0.6	0.4
hcDAF-12 act	-1.2	-0.6	0.0	-2.5	-0.5	-4.4
ssDAF12 agonist	-1.4	-1.9	-1.5	-1.0	-2.3	-2.7
SMARCA2 activ	1	-1	2	2	2	-4
hgDAF12 agonist	-1.4	-0.7	-0.9	4.2	-1.4	-8.1
DAX1 inh-2	0.4	1.5	0.6	-0.6	-1.3	-2.5
ADAM17 inh	-5	-4	3	-31	-2	-2

# Values in list order from the list.
# ADAM17 inh, compounds 1 to 6 → -5, -4, 3, -31, -2, -2

# Remaining list, next part.
7. COc1ccc(N(CC(=O)Nc2cccc(C(C)=O)c2)S(C)(=O)=O)cc1OC
8. CCCCN(C(=O)c1ccccc1Br)C(c1ccc(OC)cc1)c1nc2ccccc2[nH]1 (centres undefined)
9. C[C@H](CO)N1C[C@H](C)[C@@H](CN(C)C(=O)Nc2ccc(C(F)(F)F)cc2)Oc2c(NC(=O)C3CCCCC3)cccc2C1=O
10. O=c1[nH]c(Nc2ccccc2)cc2ccccc12
11. COc1ccc(NC(=O)Cn2cc(S(=O)(=O)Cc3ccccc3)c3ccccc32)c(OC)c1
12. Cc1ccc(NC(=O)COC(=O)c2nn(-c3ccc(Cl)cc3)cc2O)cc1
screen / no.	7	8	9	10	11	12
DAX1 inh-1	-0.3	.	1.3	0.8	-0.6	1.9
ADAM10 inh	-4	21*	12	-67	10	-34
FXN GAA850 act	0.5	.	-0.8	1.6	-0.7	-0.5
GC-A act	3	-6	-1	-5	0	-1
PG9 binder	-1.9	-1.3	0.1	-2.9	-4.0	1.3
hcDAF-12 act	-1.5	-1.0	-0.9	-1.3	4.3	-2.6
ssDAF12 agonist	-1.0	-1.3	-1.3	-0.7	-0.3	-0.8
SMARCA2 activ	1	0	2	1	-1	2
hgDAF12 agonist	-0.1	-1.3	1.6	-0.4	-2.7	0.3
DAX1 inh-2	0.8	-1.5	-1.3	0.2	0.5	0.2
ADAM17 inh	-7	7	4	-21	3	-12

13. Cc1ccc(CNC(=O)C2CCC(=O)N(CCc3ccc(Cl)cc3)C2)cc1 (centres undefined)
14. CCc1cccc(OCC(=O)Nc2ccc(C(=O)O)cc2NC(=O)COc2cccc(CC)c2)c1
15. c1cncc(-c2cccnc2)c1
16. CCOc1ccc2c(c1)C(=O)C(=O)N2CC1COc2ccccc2O1 (centres undefined)
17. CC(C)C(=O)Nc1cccc(C(=O)Nc2cc([N+](=O)[O-])ccc2Cl)c1
18. COc1ccccc1NS(=O)(=O)c1cc(NC(=O)C(C)NC(N)=O)ccc1N1CCCC1 (centres undefined)
screen / no.	13	14	15	16	17	18
DAX1 inh-1	0.1	0.1	-0.7	0.3	-0.1	0.2
ADAM10 inh	-2	-2	5	-5	-1	-14
FXN GAA850 act	3.7	1.7	2.6	1.2	2.3	-0.7
GC-A act	1	-1	6	-12	-4	3
PG9 binder	0.0	-0.6	-0.1	-5.5	-2.5	-0.1
hcDAF-12 act	0.1	1.1	-0.1	-0.6	-2.3	-0.1
ssDAF12 agonist	-1.0	-0.4	-0.7	-1.0	-1.8	-0.9
SMARCA2 activ	2	0	-1	2	-4	0
hgDAF12 agonist	7.8	-0.3	-0.2	0.2	-1.4	1.1
DAX1 inh-2	-0.9	0.8	-0.9	-0.4	-0.3	1.3
ADAM17 inh	-4	0	-3	-1	0	-2

19. C=CCN1C=C2C(=O)C(C)(OC(=O)CCC(=O)OC)C(=O)C=C2C=C1C1CC1 (centres undefined)
20. CCC(=O)Nc1ccc(/C(C)=N/NC(=O)c2c(-c3ccccc3Cl)noc2C)cc1
21. CC(C)C1C(=O)CC(c2ccccc2)NC1c1ccccc1 (centres undefined)
22. CCO[C@H]1OC(C(=O)N2CCN(C)CC2)=C[C@@H](c2ccc(C(F)(F)F)cc2)[C@@H]1CCCO
23. COc1cc(NS(=O)(=O)c2ccc(NC(=O)COc3ccc(C)cc3C)cc2)nc(OC)n1
24. c1ccc(-c2csc(-c3cccnc3)n2)cc1
screen / no.	19	20	21	22	23	24
DAX1 inh-1	2.0	-1.2	0.3	-0.7	-0.4	0.7
ADAM10 inh	-18	4	-3	-1	10	-12
FXN GAA850 act	-0.8	-0.1	0.0	0.7	-2.9	2.3
GC-A act	1	-6	2	-3	9	-4
PG9 binder	-2.2	-1.6	-1.7	-0.4	-4.2	0.6
hcDAF-12 act	-0.5	-0.5	-1.3	0.2	-1.0	3.2
ssDAF12 agonist	-0.9	-1.4	-1.4	-1.2	0.0	-0.5
SMARCA2 activ	0	-3	-1	-1	4	3
hgDAF12 agonist	0.3	-2.7	1.9	-0.5	-0.9	11*
DAX1 inh-2	-0.3	0.5	0.1	0.8	-0.1	-0.4
ADAM17 inh	-4	2	0	1	3	-6

# Full records as entered above. Screens in order: DAX1 inh-1, ADAM10 inh, FXN GAA850 act, GC-A act, PG9 binder, hcDAF-12 act, ssDAF12 agonist, SMARCA2 activ, hgDAF12 agonist, DAX1 inh-2, ADAM17 inh
# c1ccc(-c2csc(-c3cccnc3)n2)cc1 as listed: 0.7, -12, 2.3, -4, 0.6, 3.2, -0.5, 3, 11*, -0.4, -6
# C=CCN1C=C2C(=O)C(C)(OC(=O)CCC(=O)OC)C(=O)C=C2C=C1C1CC1 (centres undefined) as listed: 2.0, -18, -0.8, 1, -2.2, -0.5, -0.9, 0, 0.3, -0.3, -4
# CCC(=O)Nc1ccc(/C(C)=N/NC(=O)c2c(-c3ccccc3Cl)noc2C)cc1 as listed: -1.2, 4, -0.1, -6, -1.6, -0.5, -1.4, -3, -2.7, 0.5, 2
# COc1cc(NS(=O)(=O)c2ccc(NC(=O)COc3ccc(C)cc3C)cc2)nc(OC)n1 as listed: -0.4, 10, -2.9, 9, -4.2, -1.0, 0.0, 4, -0.9, -0.1, 3

# Continued:
25. O=S(=O)(Cc1ccc(Cl)cc1)Nc1ccc(Cl)cn1
26. CCOc1cc(N2CCOCC2)c(OCC)cc1NC(=O)CN1C(=O)NC(Cc2ccccc2)C1=O (centres undefined)
27. COc1ccccc1-c1cc(C(=O)NC2CCCC2)no1
28. O=C1CCC(C2CCc3cc(O)ccc3C2)C1 (centres undefined)
29. CC(C)(C)c1ccc(NC(=O)Nc2ccc(OCC(=O)N3CCOCC3)cc2)cc1
30. Cc1ccccc1OCC(=O)NNC(=O)C1CC(=O)N(c2ccc3c(c2)OCCO3)C1 (centres undefined)
screen / no.	25	26	27	28	29	30
DAX1 inh-1	0.2	0.0	2.8	-0.3	-0.4	0.5
ADAM10 inh	-14	-2	2	-11	7	2
FXN GAA850 act	1.9	-1.0	1.8	0.6	2.5	0.1
GC-A act	1	0	-1	-1	4	-2
PG9 binder	-1.8	-4.4	-3.7	-2.6	-0.9	-0.8
hcDAF-12 act	0.1	-0.9	3.7	-0.9	6.4*	-0.7
ssDAF12 agonist	-0.6	-1.1	-0.1	-1.1	-0.7	-1.1
SMARCA2 activ	-2	3	2	2	8.2*	-4
hgDAF12 agonist	1.0	-0.1	9.6	1.2	15*	0.0
DAX1 inh-2	0.0	-0.1	0.7	-1.0	5.1*	-0.6
ADAM17 inh	-1	0	-3	-3	-1	0

31. CCCc1nnc(SCC(=O)NC2CC2)n1C
32. C#CCNC(=O)C1=C[C@@H](c2cn(C(C)=O)c3ccccc23)C[C@@H](OCCCCO)O1
33. COc1ccc(CN2CCC(C(=O)NCCc3ccc(OC)c(OC)c3)CC2)c(OC)c1
34. CN(CC(=O)Nc1ccc(Cl)c(C(F)(F)F)c1)C(=O)C1CC(=O)N(C2CCCC2)C1 (centres undefined)
35. O=C1COc2ccc(C(=O)CSc3nnnn3-c3ccccc3)cc2N1
36. Cn1ccc(C(=O)Nc2ccc3c(c2)OCCO3)n1
screen / no.	31	32	33	34	35	36
DAX1 inh-1	2.1	-0.6	-0.8	0.4	-0.5	0.8
ADAM10 inh	-7	-27	1	-5	-2	1
FXN GAA850 act	-0.5	1.1	-1.0	-0.4	-0.7	2.9
GC-A act	-1	-2	-4	1	3	0
PG9 binder	-1.8	-0.3	-1.7	0.0	-1.3	-1.6
hcDAF-12 act	-2.0	-1.4	-0.3	-1.6	-0.6	1.9
ssDAF12 agonist	-0.8	-1.1	-0.5	-1.4	-1.3	-0.6
SMARCA2 activ	-1	-1	0	0	-2	5
hgDAF12 agonist	-1.1	-0.1	-1.1	-2.8	-0.7	7.1
DAX1 inh-2	-0.3	-0.6	0.2	-3.4	-0.2	2.5
ADAM17 inh	-3	-11	-1	-1	-6	0

37. O=C(NC1=NCCS1)c1ccccc1OCc1ccccc1Cl
38. Cc1[nH]n(-c2ccccc2)c(=O)c1N=O
39. C=CCN1C(=O)N/C(=C/c2ccc(C)o2)C1=O
40. Cn1c(NCc2cccnc2)nc2cc(-c3cccc(C(=O)NCCO)c3)sc2c1=O
41. Cc1ccc(SC[C@H](C)CN2CC[C@H](NC(=O)OCc3ccccc3)CCC2=O)cc1
42. COc1ccc(CN2CCN(c3ncnc4scc(-c5ccc(F)cc5)c34)CC2)cc1
screen / no.	37	38	39	40	41	42
DAX1 inh-1	-0.3	-0.2	-1.4	.	-0.5	0.3
ADAM10 inh	-2	2	-14	-55	2	4
FXN GAA850 act	2.4	-2.7	2.8	-0.1	1.5	-0.2
GC-A act	1	-1	-2	3	2	-11
PG9 binder	-0.6	-5.6	-5.4	-1.6	-1.8	-2.2
hcDAF-12 act	-1.2	-0.7	0.7	-0.9	-1.4	-2.2
ssDAF12 agonist	-1.4	-0.8	-0.9	-1.1	-1.1	-1.2
SMARCA2 activ	1	2	4	2	-1	0
hgDAF12 agonist	-0.2	-3.3	0.7	-0.4	1.7	-4.2
DAX1 inh-2	-1.1	-1.1	-0.2	-0.1	-0.9	-0.4
ADAM17 inh	0	0	-5	-15	-2	3

43. COc1ccc(NC(=O)CCSc2nnnn2C)cc1
44. O=C(CC1CC2CCC1C2)N1CCN(S(=O)(=O)c2ccccc2[N+](=O)[O-])CC1 (centres undefined)
45. COC(=O)c1cccc(NC(=O)c2cnccn2)c1
46. COc1cc(CCC(O)CC(=O)CCc2ccccc2)ccc1O (centres undefined)
screen / no.	43	44	45	46
DAX1 inh-1	0.4	0.1	0.8	0.2
ADAM10 inh	-6	0	-3	-2
FXN GAA850 act	2.8	1.2	-0.4	-0.2
GC-A act	-3	0	-3	3
PG9 binder	0.7	-1.5	-0.8	-2.5
hcDAF-12 act	2.9	-0.2	-0.6	-1.2
ssDAF12 agonist	-1.1	-1.4	-1.0	-1.5
SMARCA2 activ	1	-3	0	1
hgDAF12 agonist	6.9	-0.6	-0.2	2.7
DAX1 inh-2	1.1	-0.4	-0.2	0.0
ADAM17 inh	-3	-1	0	0
